# Screening results deposited in PubChem by National Center for Advancing Translational Sciences (NCATS).
# D2 ag = activates the human D2 dopamine receptor; P14416; HEK293 T-REx D2 cells, calcium flux agonist mode; activation, % at 2 µM; 340,000 compounds, 0.53% hits;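 active means activation over 3 SD above normal in the single-dose calcium agonist read, cut at about 30% in these data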; further: 0% is about no effect
#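 Agonism is scored from calcium flux in a force-coupled, inducible HEK293 cell line expressing D2, read kinetically for 180 s after compound addition against dopamine controls.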
# USP1 inh = USP1/UAF1 (human) deubiquitinase inhibition | O94782 | recombinant USP1/UAF1, Ub-Rhodamine cleavage fluorescence | Potency, µM (top dose mostly 57.1 µM), inactives show top-dose activity change, negative = inhibition, usual class: inhibitors | 390,000 compounds, 0.23% hits | AID 743255; further: potency means the concentration at half of the fitted maximal effect; on the % scale 0 is the no-effect control and ±100 the full control effect; nearly all actives have a fitted effect of over 60% in size; inactives centre near -12
# Target sequence (O94782 whole entry, looked up): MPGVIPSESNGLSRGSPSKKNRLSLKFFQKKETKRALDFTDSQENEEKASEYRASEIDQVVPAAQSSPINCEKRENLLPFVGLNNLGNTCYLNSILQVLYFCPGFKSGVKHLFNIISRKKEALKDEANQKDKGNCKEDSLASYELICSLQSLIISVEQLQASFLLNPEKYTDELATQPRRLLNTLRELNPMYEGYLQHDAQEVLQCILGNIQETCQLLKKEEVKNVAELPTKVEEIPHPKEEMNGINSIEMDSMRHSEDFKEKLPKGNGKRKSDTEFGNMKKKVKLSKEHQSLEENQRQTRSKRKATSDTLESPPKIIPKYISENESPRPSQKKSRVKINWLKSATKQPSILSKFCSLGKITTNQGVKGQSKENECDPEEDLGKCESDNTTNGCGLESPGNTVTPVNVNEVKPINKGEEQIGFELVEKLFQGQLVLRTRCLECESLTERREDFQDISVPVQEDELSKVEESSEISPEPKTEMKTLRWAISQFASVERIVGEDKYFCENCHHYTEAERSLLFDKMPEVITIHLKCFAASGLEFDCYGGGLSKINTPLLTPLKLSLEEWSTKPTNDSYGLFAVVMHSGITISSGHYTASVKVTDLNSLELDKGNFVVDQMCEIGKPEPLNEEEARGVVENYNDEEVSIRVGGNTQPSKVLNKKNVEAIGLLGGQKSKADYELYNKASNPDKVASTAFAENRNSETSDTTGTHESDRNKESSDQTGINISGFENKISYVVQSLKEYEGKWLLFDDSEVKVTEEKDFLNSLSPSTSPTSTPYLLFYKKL
#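 Step one: compound is pinned into 1nM USP1/UAF1 in HEPES pH 7.8 buffer with TCEP. Step two: 15 min room-temperature incubation. Step three: Ub-Rho (150nM final) starts cleavage, tracked by fluorescence over six one-minute reads.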
# TRHR PAM = allosteric enhancers of human TRH receptor. TRHR cells, fluo-8 calcium fluorescence, EC20 TRH enhancement. enhancement, % at 2 µM. 360,000 compounds, 0.66% hits. AID 493056; in the data active means enhancement above about 30%; further: 0% is about no effect
#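 Enhancer read-out: after compound pinning and an initial kinetic agonist-mode read, an EC20 of TRH (10 nM final) was injected and fluo-8 calcium signal (Ex 480/Em 530) followed at 1 s/cycle for 100 cycles in TRHR-expressing cells.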
# TrxR1 substrate = rat thioredoxin reductase 1 substrate activity | purified TrxR1 substrate turnover, NADPH consumption readout | Potency, µM (top dose mostly 114 µM), inactives show at the top dose activity change, negative = substrate turnover | 390,000 compounds, 0.01% hits | AID 588456; further: potency means the concentration at half of the fitted maximal effect; on the % scale 0 is the no-effect control and ±100 the full control effect; nearly all actives have a fitted effect of over 50% in size
#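 Rat TrxR1, dispensed at 90 nM, was prereduced with 400 uM NADPH (final) for 5 min at ~22 deg C, then incubated with compound 15 min before 400 uM selenite. A first-read NADPH fluorescence drop versus no-compound background flagged substrates.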
# mIDH1 inhibitor = inhibitors of human mutant IDH1 R132H. Potency, µM (series often up to 76.6 µM), for inactives: at the highest dose activity change, negative = inhibition, actives largely listed as inhibitors. IDH1-R132H enzyme, NADPH consumption, diaphorase/resazurin fluorescence. 390,000 compounds, 0.093% hits; further: potency means the concentration at half of the fitted maximal effect; on the % scale 0 is the no-effect control and ±100 the full control effect; nearly all actives have a fitted effect of over 65% in size
#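 IDH1-R132H (0.5 ug/mL dispensed) in pH 7.5 Tris buffer was preincubated 30 min with compound, then given a substrate mix of 0.016 mM NADPH and 2 mM alpha-KG for 80 min at room temperature; remaining NADPH was read by diaphorase/resazurin fluorescence.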
# PI4K2A inh = blocks human PI4K2A kinase activity; purified PI4K2A, ADP-Glo luminescence, 1 h; hits give low values; 420,000 compounds, 0.13% hits; activity change, negative = inhibition, % at 76.9 µM; in the data active means activity change below about -50%; inconclusive means mostly about -30% to -49%;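 further: -100% = wells without enzyme as full effect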
#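 PI4K2A activity was measured by ADP-Glo luminescence: enzyme (4 ug/mL stock) and phosphatidylinositol (1.2 mM stock) in Tris pH 7.5/MgCl2/EGTA/Triton X-100 buffer were reacted with ATP (300 microM stock) for one hour at ambient temperature.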
# TrxR1 inh = inhibitors of rat thioredoxin reductase 1 | 390,000 compounds, 1% hits | Potency, µM (highest dose often 114 µM), without a hit: at the top dose activity change, negative = inhibition, hits mostly inhibitors | recombinant rTrxR1, NADPH fluorescence consumption, selenite substrate; further: potency means the concentration at half of the fitted maximal effect; on the % scale 0 is the no-effect control and ±100 the full control effect; nearly all actives have a fitted effect of over 65% in size
#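 Rat TrxR1 (90 nM in the dispensed reagent) was pre-reduced with 400 uM NADPH for 5 min at room temperature, then incubated with compound for 15 min. After 400 uM selenite was added, NADPH fluorescence (Ex 340/Em 450 nm) was followed for 8 min.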
# D2 antag = D2 dopamine receptor (human) antagonism; P14416; HEK293 TREx D2 cells, calcium flux, dopamine EC80; inhibition, % at 10 µM; 340,000 compounds, 2% hits; in the data active means inhibition above about 30%; further: 0% is about no effect
#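 Tetracycline-induced HEK293 TREx cells expressing D2 receptor forced-coupled to calcium signalling, loaded with no-wash calcium dye. Compounds added and calcium flux read 180 s, then dopamine added at EC80 and read a further 180 s.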
# TRHR ag = TRH receptor (human) agonism; TRHR cells, calcium flux fluo-8, FDSS agonist mode; activation, % at 2 µM; 360,000 compounds, 0.18% hits; in the data active means activation above about 30%; further: 0% is about no effect
#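 Fluo-8-loaded TRHR cells; 10 s baseline, compound added, kinetic Ca2+ fluorescence read 1/s, agonist mode.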
# Numbers without * were called inactive; ? = inconclusive; . = not tested or not shown; [ ] = another dose, or the depositor's remark. Unless noted, the call rests on the fitted dose curve; in most records, active means well fitted inhibition curve with a large enough effect; inconclusive means small, poorly fitted or top-dose-only effect; inactive means no such curve, though single readings can be large or run the other way. The order is random; about 3.9% have a hit in one of these screens.
entry	mol	TrxR1 inh	TRHR ag	mIDH1 inhibitor	TRHR PAM	D2 ag	TrxR1 substrate	D2 antag	USP1 inh	PI4K2A inh
1	Cc1ccc(-c2cc(C(=O)Nc3c(C)n(C)n(-c4ccccc4)c3=O)[nH]n2)c(O)c1	9%	-0.2	7%	-4	-0.3	-1%	-3	-22%	0
2	Nc1ncnc(N)c1N=Nc1ccccc1	16%	-2.5	-4%	-2	-1.0	0%	7	-4%	4
3	O=C(NNC(=O)C12CC3CC(CC(O)(C3)C1)C2)c1csc(N2CCOCC2)n1	7%	0.4	-1%	-3	9.4	4%	-1	-4%	-3
4	Cc1cccc(C)c1NC(=O)CNC(=O)c1c(C)nn(C)c1Cl	15%	2.5	0%	9	0.7	-1%	-3	-20%	2
5	CC(C)(C)OC(=O)NCc1ccc(CNC(=O)c2ncn(Cc3ccccc3)c2C(=O)NCc2ccc(CNC(=O)OC(C)(C)C)cc2)cc1	38%[activator]	.	2%	.	.	0%	.	-23%	2
6	O=C(Nc1cccnc1)c1cccnc1	14%	-0.5	13%	12	-0.3	-2%	-3	0%	6
7	Cc1noc(C)c1S(=O)(=O)N1CCCCC1	13%	1.0	2%	25	0.9	-3%	-1	-3%	-5
8	CCN(Cc1ccccc1)C(=O)Cn1cc2c(n1)CCCC2	14%[57.1 µM]	0.1	-6%	1	-0.8	4%[57.1 µM]	19	-15%	0
9	COCCn1c(SCc2cccnc2)nnc1-c1c[nH]c2ccccc12	8%[57.1 µM]	1.7	-6%	5	0.5	4%[57.1 µM]	2	-19%	3
10	CCn1nc(C)c2c(-c3ccccc3)cc(=O)n(C(C)C(=O)Nc3cc(C)ccc3C)c21 (stereo unspecified)	14%[57.1 µM]	0.1	16%	1	0.7	-2%[57.1 µM]	.	0%	-1
11	O=C(CN1CCN(c2ccccn2)CC1)NC1CCCCC1	17%[57.1 µM]	0.4	-7%	9	68*	5%[57.1 µM]	13	-9%	-6
12	CCOc1ccc(NC(=O)Cn2cnc3c(oc4ccccc43)c2=O)cc1	17%	-0.2	-6%	17	-1.0	-7%	.	-20%	-3
13	Cc1nc2cc(NC(=O)N3CCC(c4ccccc4)C3)ccc2n1C (stereo unspecified)	2%	0.0	1%	4	0.7	0%	1	6%	0
14	Cn1nc(C(=O)NCc2ccccc2)cc1C(=O)NCc1ccccc1	31%	-4.0	-7%	14	-1.5	11%	-8	-16%	-1
15	CCOC(=O)c1ccccc1NC(=O)Cc1sc(-c2cccnc2)nc1-c1ccc(C)cc1	.	0.5	.	-3	0.5	.	5	.	.
16	COc1ccc(C(=O)C2CCCN(Cc3cccn3-c3ccccn3)C2)c(OC)c1 (stereo unspecified)	18%[57.1 µM]	0.7	5%	0	5.3	2%[57.1 µM]	-4	-24%	-1
17	CCOC(=O)N1CCc2c(sc3c2c(=O)n(Cc2ccccc2)c(=O)n3Cc2cccc(Cl)c2)C1	12%	0.0	0%	5	1.0	-1%	.	-13%	-11
18	O=C(COC(=O)c1ccccc1O)Nc1cccc(S(=O)(=O)NC2=NCCCCC2)c1	2%	0.0	-4%	8	-0.6	1%	-4	1%	-7
19	CC(=O)NC1Sc2ccccc2N=C1c1ccccc1 (stereo unspecified)	-17%	-0.4	-1%	3	-1.1	-3%[2.29 µM]	-12	-13%	-16
20	CC1(C)CC(=O)C(CC2=C(N)CC(C)(C)CC2=O)=C(N)C1	9%[57.1 µM]	0.6	-5%	-3	-0.7	6%[57.1 µM]	28	-13%	1
21	CCC(=O)N1CCc2cc(Br)cc(S(=O)(=O)CCC(=O)NCCc3ccccc3Cl)c21	23%	-0.1	1%	-5	-0.1	2%	.	7%	2
22	Cc1cc(/C=C2/NC(=O)NC2=O)c(C)n1-c1ccncc1	7%[57.1 µM]	-0.2	-8%	12	2.5	-7%[57.1 µM]	0	-21%	0
23	O=C(Cn1ncc2c(=O)oc3ccccc3c21)N1CCc2ccccc2C1	22%	-0.8	-3%	0	-0.1	6%[57.1 µM]	-4	-27%	-4
24	O=C(COC(=O)c1ccc(N2CCCC2=O)cc1)c1ccccc1	14%	-0.4	1%	6	-0.9	3%	8	-17%	3

# Reformatted with values under each structure: entries from further up
# Second line of a record: TrxR1 inh | TRHR ag | mIDH1 inhibitor | TRHR PAM | D2 ag | TrxR1 substrate | D2 antag | USP1 inh | PI4K2A inh
1: Cc1ccc(-c2cc(C(=O)Nc3c(C)n(C)n(-c4ccccc4)c3=O)[nH]n2)c(O)c1
  9% | -0.2 | 7% | -4 | -0.3 | -1% | -3 | -22% | 0
2: Nc1ncnc(N)c1N=Nc1ccccc1
  16% | -2.5 | -4% | -2 | -1.0 | 0% | 7 | -4% | 4
3: O=C(NNC(=O)C12CC3CC(CC(O)(C3)C1)C2)c1csc(N2CCOCC2)n1
  7% | 0.4 | -1% | -3 | 9.4 | 4% | -1 | -4% | -3
4: Cc1cccc(C)c1NC(=O)CNC(=O)c1c(C)nn(C)c1Cl
  15% | 2.5 | 0% | 9 | 0.7 | -1% | -3 | -20% | 2
5: CC(C)(C)OC(=O)NCc1ccc(CNC(=O)c2ncn(Cc3ccccc3)c2C(=O)NCc2ccc(CNC(=O)OC(C)(C)C)cc2)cc1
  38%[activator] | . | 2% | . | . | 0% | . | -23% | 2
6: O=C(Nc1cccnc1)c1cccnc1
  14% | -0.5 | 13% | 12 | -0.3 | -2% | -3 | 0% | 6
7: Cc1noc(C)c1S(=O)(=O)N1CCCCC1
  13% | 1.0 | 2% | 25 | 0.9 | -3% | -1 | -3% | -5
8: CCN(Cc1ccccc1)C(=O)Cn1cc2c(n1)CCCC2
  14%[57.1 µM] | 0.1 | -6% | 1 | -0.8 | 4%[57.1 µM] | 19 | -15% | 0
9: COCCn1c(SCc2cccnc2)nnc1-c1c[nH]c2ccccc12
  8%[57.1 µM] | 1.7 | -6% | 5 | 0.5 | 4%[57.1 µM] | 2 | -19% | 3
10: CCn1nc(C)c2c(-c3ccccc3)cc(=O)n(C(C)C(=O)Nc3cc(C)ccc3C)c21 (stereo unspecified)
  14%[57.1 µM] | 0.1 | 16% | 1 | 0.7 | -2%[57.1 µM] | . | 0% | -1

# Continuation:
entry	mol	TrxR1 inh	TRHR ag	mIDH1 inhibitor	TRHR PAM	D2 ag	TrxR1 substrate	D2 antag	USP1 inh	PI4K2A inh
25	CCOc1ccccc1C(=O)N1CCC(n2nnc3cc(C(F)(F)F)ccc32)CC1	-6%	0.0	0%	-6	0.5	-12%	5	-6%	5
26	COc1ccc(CCN2CC(C(=O)Nc3ccc(S(C)(=O)=O)cc3)CC2=O)cc1OC (stereo unspecified)	13%	0.2	2%	-4	0.2	3%	9	-21%	1
27	CCCCCCN1Cc2ccccc2C1	1%[57.1 µM]	0.9	-3%	2	0.1	-12%	-1	-5%	-7
28	Cc1ccc(C(=O)NCC(=O)NCC(=O)OCC(=O)c2ccc([N+](=O)[O-])cc2)cc1	-15%	-0.1	10%	2	-0.2	-3%	-6	-8%	-2
29	Cc1cccc(N2CCN(C(=O)c3ccc4c(c3)N(Cc3cccc(Cl)c3)C(=O)c3ccccc3S4=O)CC2)c1C (stereo unspecified)	17%[57.1 µM]	0.3	20%	-2	0.5	3%[57.1 µM]	.	-12%	-5
30	C/C(=N\Nc1nc(C(=O)O)cs1)c1ccccc1	13%[57.1 µM]	-0.1	-9%	6	-0.3	-10%	3	-19%	-5
31	NC(=O)c1ccc(Nc2ccc([N+](=O)[O-])cc2[N+](=O)[O-])cc1	-5%	0.4	-3%	-4	1.5	-12%	-12	-8%	0
32	O=C(COC(=O)CNC(=O)c1ccc(Cl)c([N+](=O)[O-])c1)NC(=O)c1ccccc1	21%	-0.8	0%	-8	0.0	7%	-18	-23%	-7
33	Cc1cccc(C)c1NC(=O)CCS(=O)(=O)c1cccc2nsnc12	-23%[57.1 µM]	-0.8	5%	-5	0.4	20%[57.1 µM]	0	-11%	0
34	C=CCOc1c(OC)cc(/C=N/Nc2cccc(C(=O)O)c2)c(Br)c1Br	-30%	0.0	5%	2	-0.5	-13%	-1	-4%	1
35	Cc1ccc(C(=O)Nc2ccc(N3CCN(S(C)(=O)=O)CC3)cc2)cc1	6%	0.1	-6%	-9	.	5%	.	?	-1
36	COc1ccc(-c2cc3ccc(OCC(C)=O)cc3oc2=O)cc1	35%[activator]	0.5	-14%	-1	0.6	62%[activator]	9	-8%	2
37	O=C(CCN1C(=O)c2ccccc2S1(=O)=O)Nc1cccc2ccccc12	19%[57.1 µM]	-0.7	7%	-2	0.1	12%[57.1 µM]	-12	-15%	2
38	O=C(CSc1nc2ccccc2[nH]1)Nc1ccccc1F	14%	0.8	5%	3	0.7	7%	-1	-24%	-10
39	COc1ccc(-c2cc(C(=O)N3CCN(c4ccccc4OC)CC3)no2)cc1OC	14%	-0.1	-2%	-4	-0.1	-2%	4	-6%	-5
40	O=C(NCc1ccc(Cl)cc1)C1CCCN(c2cnccn2)C1 (stereo unspecified)	17%	-0.5	7%	-8	-1.3	5%	36*	-10%	1
41	COc1ccc2oc(C(=O)N3CCN(S(=O)(=O)c4c(C)c(C)cc(C)c4C)CC3)c(C)c2c1	19%	.	-3%	.	.	2%	.	-26%	-3
42	Cc1ccc(Nc2nc(N3CCOCC3)nc(N3CCOCC3)n2)cc1C	10%	0.7	-2%	0	0.3	-3%	-5	-10%	3
43	Cn1c(=S)c2[nH]c(SCc3cccnc3)nc2n(C)c1=O	-7%[11.4 µM]	.	0%	.	.	9%[57.1 µM]	.	-3%	3
44	N#Cc1ccccc1S(=O)(=O)N1CCN(CC(O)c2ccccc2)CC1 (stereo unspecified)	-9%[57.1 µM]	-0.2	7%	-2	9.2	3%[57.1 µM]	-1	-7%	-2

# Shown as a hit in D2 antag (from the list above):
no.	Compound	TrxR1 inh	TRHR ag	mIDH1 inhibitor	TRHR PAM	TrxR1 substrate	D2 antag	USP1 inh	PI4K2A inh
40	O=C(NCc1ccc(Cl)cc1)C1CCCN(c2cnccn2)C1 (stereo unspecified)	17%	-0.5	7%	-8	5%	36*	-10%	1
